From PubChem BioAssay
NCOA3 inh – SRC3 coactivator transcriptional activity inhibitors, primary screen, cell-based, luminescence. Nuclear receptor coactivator 3 (Homo sapiens), Q9Y6Q9. HEK293 GAL4-SRC3 luciferase reporter. inhibition, % at 3.6 µM. 0.17% of 360,000 active;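 active = inhibition above a per-campaign cutoff, the mean of all compounds plus 3 SD, cut at about 60% in these data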;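 also: 0% = DMSO-treated cells and 100% = gossypol-treated cells at 36 µM; higher means less SRC3-driven luciferase light from the GAL4 reporter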
Target sequence (Q9Y6Q9 whole entry, looked up, the tested form may be a part): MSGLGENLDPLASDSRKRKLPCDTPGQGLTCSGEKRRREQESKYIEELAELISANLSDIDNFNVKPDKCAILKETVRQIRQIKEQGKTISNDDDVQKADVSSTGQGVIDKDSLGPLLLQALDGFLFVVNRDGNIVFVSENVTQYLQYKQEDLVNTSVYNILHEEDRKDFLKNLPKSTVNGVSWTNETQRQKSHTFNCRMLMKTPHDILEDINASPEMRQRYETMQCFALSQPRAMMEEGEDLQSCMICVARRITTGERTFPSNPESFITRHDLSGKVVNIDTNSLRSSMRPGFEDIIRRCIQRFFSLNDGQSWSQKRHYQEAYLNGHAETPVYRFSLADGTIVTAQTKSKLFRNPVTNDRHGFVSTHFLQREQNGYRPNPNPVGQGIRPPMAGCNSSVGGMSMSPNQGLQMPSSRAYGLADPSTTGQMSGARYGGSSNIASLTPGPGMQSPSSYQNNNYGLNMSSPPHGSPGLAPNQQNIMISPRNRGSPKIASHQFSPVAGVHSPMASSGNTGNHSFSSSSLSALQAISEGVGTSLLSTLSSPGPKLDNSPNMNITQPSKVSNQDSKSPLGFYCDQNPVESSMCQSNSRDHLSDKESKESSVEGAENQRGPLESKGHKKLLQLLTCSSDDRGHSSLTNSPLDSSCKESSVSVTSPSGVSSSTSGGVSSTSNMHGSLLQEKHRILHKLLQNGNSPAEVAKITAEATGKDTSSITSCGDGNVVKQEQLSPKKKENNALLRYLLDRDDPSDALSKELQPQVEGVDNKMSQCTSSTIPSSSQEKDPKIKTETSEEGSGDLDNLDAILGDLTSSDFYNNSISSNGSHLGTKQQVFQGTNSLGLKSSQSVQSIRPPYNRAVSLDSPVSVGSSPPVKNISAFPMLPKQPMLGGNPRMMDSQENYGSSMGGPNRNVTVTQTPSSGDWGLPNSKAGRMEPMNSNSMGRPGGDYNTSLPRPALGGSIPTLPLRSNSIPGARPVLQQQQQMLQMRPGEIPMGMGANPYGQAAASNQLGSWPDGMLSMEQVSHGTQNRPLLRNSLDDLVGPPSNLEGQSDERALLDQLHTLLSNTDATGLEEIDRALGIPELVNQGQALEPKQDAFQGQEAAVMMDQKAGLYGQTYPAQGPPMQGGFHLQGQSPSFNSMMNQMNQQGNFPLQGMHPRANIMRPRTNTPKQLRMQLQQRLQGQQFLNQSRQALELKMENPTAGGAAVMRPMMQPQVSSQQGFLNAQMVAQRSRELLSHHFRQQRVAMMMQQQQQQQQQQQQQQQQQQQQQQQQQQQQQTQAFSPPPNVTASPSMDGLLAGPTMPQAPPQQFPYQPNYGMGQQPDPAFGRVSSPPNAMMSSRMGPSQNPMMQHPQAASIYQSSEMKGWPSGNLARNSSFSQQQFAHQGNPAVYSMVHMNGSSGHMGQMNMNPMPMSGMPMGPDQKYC
EBV LMP1 NFkB – EBV LMP1-driven NF-kappaB luciferase reporter inhibitors, primary screen, cell-based, luminescence, single point. LMP1-induced NF-kappaB luciferase reporter cells. inhibition, % at 12.5 µM. 0.69% of 350,000 active. AID 504558, 2011; in the data active = inhibition above about 41%;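 also: 0% = neutral control wells and 100% = reference inhibitor control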
LRH-1 inv ag – LRH-1 (NR5A2) inverse agonists, primary screen, cell-based, luminescence, HEK293T, StAR-luciferase reporter; AID 602396, 2012; inhibition, % at 3.6 µM; LRH-1 transfected, 24 h; 0.13% of 360,000 active; Nuclear receptor subfamily 5 group A member 2 (Homo sapiens), O00482;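 active = inhibition above the mean inhibition of all tested compounds plus 3 SD, cut at about 73% in these data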;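 also: 0% = DMSO wells and 100% = reporter-only cells lacking LRH-1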
TWEAK Fn14 block – inhibitors of TWEAK-Fn14 signaling, primary screen, luciferase reporter cells, uHTS | TWEAK-stimulated Fn14 reporter cells, luciferase luminescence, 8 h | inhibition, % at 10 µM | 2% of 360,000 active; in the data active = inhibition above about 50%
TRAIL sens C8 – viability loss with TRAIL in NB7+C8 cells, primary screen, TRAIL sensitizer project, cell-based, ATPlite luminescence | 1% of 360,000 active | AID 624354, 2012 | inhibition (viability loss, TRAIL sensitization), % at 10 µM;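 active = compounds causing at least 50% loss of cell viability in the single-dose screen, relative to plate controls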
KKLEB tox – cytotoxicity in KKLEB CF airway cells, primary screen, cytotoxicity control for CF NF-kB inhibitor project, cell-based, uHTS, fluorescence assay plates. 0.36% of 360,000 active. KKLEB CF airway cells viability, ATPlite luminescence, overnight; stronger effect = lower value; cells stimulated with P. aeruginosa culture filtrate. activity change (cytotoxicity), % at 5 µM;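 active = corrected activity change at or below -50% at 5 µM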
COUP-TFII inh – NR2F2 transcriptional activity inhibitors, primary screen, cell-based, luciferase reporter, HEK293T, luminescence; COUP transcription factor 2 (Homo sapiens), P24468; HEK293T NGFI-A luciferase reporter; inhibition, % at 8.6 µM; 0.7% of 370,000 active;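 active = inhibition above a per-plate cutoff, mean inhibition of test wells between control levels plus 3 SD, cut at about 38% in these data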;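 also: cells cotransfected with COUP-TFII expression vector driving the NGFI-A reporter; 0% = median of COUP-TF2 test wells and 100% = reporter-only cells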
TROY signal inh – inhibitors of TROY-driven NF-kB signaling, primary screen, Q293 LMP1-TROYcd cells, NF-kB luciferase, uHTS | Q293 LMP1-TROYcd NF-kB luciferase reporter, 4 h | inhibition, % at 10 µM | 0.98% of 360,000 active | AID 1347056, 2019;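 active = compounds whose plate-normalised and pattern-corrected inhibition of the luciferase reporter signal at the single screening dose is 50% or more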
CF NFkB block – inhibitors of PAF-induced NF-kB signaling, primary screen, cell-based, GFP fluorescence, uHTS; KKLEB NF-kB-GFP reporter, GFP fluorescence overnight; inhibition, % at 5 µM; 0.86% of 360,000 active; AID 588850, 2011;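 active = at least 50% inhibition at 5 µM, scaled per plate between neutral and stimulator controls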;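 also: PAF is a Pseudomonas aeruginosa culture filtrate used as stimulus; plate controls were PAF-stimulated DMSO wells for no effect and unstimulated DMSO wells for full effect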
NCOA1 inh – SRC1 coactivator transcriptional activity inhibitors, primary screen, cell-based, luminescence; Nuclear receptor coactivator 1 (Homo sapiens), Q15788; HEK293 GAL4-SRC1 luciferase reporter; inhibition, % at 3.6 µM; 0.12% of 360,000 active; AID 588354, 2011;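 active = inhibition above the campaign mean plus 3 SD, with each screening campaign given its own cutoff, cut at about 60% in these data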;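 also: 0% = DMSO treated cells and 100% = gossypol at 36 µM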
Shn3 3UTR inh – reduction of Shn3 3'UTR firefly luciferase signal, primary screen, Schnurri-3 inhibitor project, cell-based, Clone20 osteoblasts, set 2; Clone20 osteoblast Shn3 3'UTR firefly luciferase, 24 h; 0.52% of 360,000 active; inhibition, % at 12.5 µM; AID 588674, 2011;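 active = mean inhibition of at least 75% with every replicate also reaching 75%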;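 also: 0% = median of neutral control wells and 100% = pilot-screen positive control compound; some compounds past the cut are filed as inactive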
Active calls of the source: *; . = no result given.

Order of values: NCOA3 inh	EBV LMP1 NFkB	LRH-1 inv ag	TWEAK Fn14 block	TRAIL sens C8	KKLEB tox	COUP-TFII inh	TROY signal inh	CF NFkB block	NCOA1 inh	Shn3 3UTR inh
COc1ccc(C)cc1NC(=O)NC1CC(=O)N(c2ccc3c(c2)OCCO3)C1 (stereo not drawn)
    -8	10	14	5	2	2	19	-2	3	-7	16
CCCCN1C2CCCC1CC(NC(=O)c1cccc(Cl)c1)C2 (stereo not drawn)
    8	-4	-29	19	2	7	0	-3	37	12	-133
CCN(CC)C(=O)C1CCCN(Cc2sccc2C)C1 (stereo not drawn)
    16	-3	7	18	-16	11	3	-12	-6	7	-7
CCn1nnc2cc(C(=O)Nc3cc(OC)cc(OC)c3)ccc21
    6	-4	-4	-30	-7	6	-15	-21	-4	-1	-26
CN1CCN(S(=O)(=O)c2ccc(Br)c3nsnc23)CC1
    1	-8	9	-14	2	0	4	1	4	-21	-19
O=C(CSc1nc2ccccc2s1)Nn1cnnc1
    13	3	-12	-5	-10	0	-9	-5	6	-3	-17
CC(C)(C)C1CCc2c(sc3nc(SCC(=O)O)nc(N)c23)C1 (stereo not drawn)
    2	5	-25	39	7	7	4	-2	-5	1	27
Cc1ccsc1C(=O)Nc1ccc(O)c(-c2nc3ccccc3s2)c1
    -25	-6	-6	-19	2	-3	-9	-31	-22	-31	-41
O=C(Nc1cc(S(=O)(=O)N2CCOCC2)ccc1N1CCCC1)c1ccc2c(c1)S(=O)(=O)c1ccccc1C2=O
    3	11	5	-12	0	-3	-10	1	-1	0	30
O=C(Cc1ccccc1)NCC(=O)N1CCC2(CC1)NCCc1[nH]cnc12
    1	6	3	-4	-2	6	-7	4	-8	-5	-13
CCN(C(=O)COC(=O)Cn1c(=O)oc2ccccc21)c1c(N)n(Cc2ccccc2)c(=O)[nH]c1=O
    -18	-3	10	3	4	-9	2	-2	12	-13	-8
COC(=O)CCSCc1cn2cc(Cl)ccc2n1
    3	6	-14	8	-9	2	-2	14	-14	-8	-25
CCc1ccc2c(c1)/C(=C/C(=O)c1cccs1)C(=O)N2
    12	15	14	-2	41	-24	15	15	24	2	80
CC(=O)Nc1ccc(NC(=O)COC(=O)C2(c3ccc(Cl)cc3)CCCC2)cc1
    19	1	9	37	12	10	7	22	-10	0	17
c1coc(CNc2ncnc3sc4c(c23)CCCCC4)c1
    2	2	15	2	5	6	7	5	8	-6	-2
Cc1cccc(NC(=O)C2CCCN(C(=O)NCc3ccccc3)C2)c1C (stereo not drawn)
    14	-6	-14	-18	-8	4	7	1	26	-14	-2
CC(C)OC(=O)CSc1nc2ccccc2s1
    12	-14	0	-2	-10	-30	-12	-62	13	1	-22
Cc1cc(C)c(NC(=O)CN2C(=O)NC(Cc3ccccc3)C2=O)c(C)c1 (stereo not drawn)
    10	-7	10	-10	-6	1	14	13	6	4	5
CCOC(=O)CC(NC(=O)CCc1c(C)nc2ncnn2c1C)c1ccc(OC(C)C)cc1 (stereo not drawn)
    4	-1	15	3	0	-2	-6	-16	-29	-3	-3
COc1ccc(C(=O)CC(=O)C(=O)Nc2cc([N+](=O)[O-])ccc2OC)cc1
    15	-9	-6	-2	7	12	.	-31	-28	-3	2

A draw from above in order of SMILES length, low to high.
Order of values: NCOA3 inh	EBV LMP1 NFkB	LRH-1 inv ag	TWEAK Fn14 block	TRAIL sens C8	KKLEB tox	COUP-TFII inh	TROY signal inh	CF NFkB block	NCOA1 inh	Shn3 3UTR inh
CC(C)OC(=O)CSc1nc2ccccc2s1
    12	-14	0	-2	-10	-30	-12	-62	13	1	-22
O=C(CSc1nc2ccccc2s1)Nn1cnnc1
    13	3	-12	-5	-10	0	-9	-5	6	-3	-17
CCN(CC)C(=O)C1CCCN(Cc2sccc2C)C1 (stereo not drawn)
    16	-3	7	18	-16	11	3	-12	-6	7	-7
c1coc(CNc2ncnc3sc4c(c23)CCCCC4)c1
    2	2	15	2	5	6	7	5	8	-6	-2
CCCCN1C2CCCC1CC(NC(=O)c1cccc(Cl)c1)C2 (stereo not drawn)
    8	-4	-29	19	2	7	0	-3	37	12	-133
CCn1nnc2cc(C(=O)Nc3cc(OC)cc(OC)c3)ccc21
    6	-4	-4	-30	-7	6	-15	-21	-4	-1	-26
Cc1ccsc1C(=O)Nc1ccc(O)c(-c2nc3ccccc3s2)c1
    -25	-6	-6	-19	2	-3	-9	-31	-22	-31	-41
CC(C)(C)C1CCc2c(sc3nc(SCC(=O)O)nc(N)c23)C1 (stereo not drawn)
    2	5	-25	39	7	7	4	-2	-5	1	27
Cc1cccc(NC(=O)C2CCCN(C(=O)NCc3ccccc3)C2)c1C (stereo not drawn)
    14	-6	-14	-18	-8	4	7	1	26	-14	-2
O=C(Cc1ccccc1)NCC(=O)N1CCC2(CC1)NCCc1[nH]cnc12
    1	6	3	-4	-2	6	-7	4	-8	-5	-13
Cc1cc(C)c(NC(=O)CN2C(=O)NC(Cc3ccccc3)C2=O)c(C)c1 (stereo not drawn)
    10	-7	10	-10	-6	1	14	13	6	4	5
COc1ccc(C(=O)CC(=O)C(=O)Nc2cc([N+](=O)[O-])ccc2OC)cc1
    15	-9	-6	-2	7	12	.	-31	-28	-3	2
CCN(C(=O)COC(=O)Cn1c(=O)oc2ccccc21)c1c(N)n(Cc2ccccc2)c(=O)[nH]c1=O
    -18	-3	10	3	4	-9	2	-2	12	-13	-8

Following part.
Order of values: NCOA3 inh	EBV LMP1 NFkB	LRH-1 inv ag	TWEAK Fn14 block	TRAIL sens C8	KKLEB tox	COUP-TFII inh	TROY signal inh	CF NFkB block	NCOA1 inh	Shn3 3UTR inh
Cn1cc(CNCc2cn[nH]c2-c2ccc(F)cc2)c(-c2ccc3c(c2)OCCO3)n1
    14	-7	-4	-7	3	4	-1	-4	-6	-9	-15
COc1ccc(N2CCN(CCN3C(=O)c4ccccc4C3=O)CC2)cc1
    -6	-6	16	23	10	0	-8	-37	-1	-22	-19
Cc1ccc(N2C(=O)N(CC(=O)Nc3ccccc3C)C(=O)C2C)cc1 (stereo not drawn)
    11	-2	11	-1	-10	9	-12	-33	16	-11	-1
Oc1ccc(-c2nccc(-c3ccc(Cl)cc3Cl)n2)cc1
    18	-10	-14	16	-2	5	-18	-12	-21	-7	12
CN1/C(=C\C(=O)CSc2ncn[nH]2)C(C)(C)c2ccccc21
    15	4	-5	13	-4	-6	-4	16	-4	3	5
O=C(CC(=O)c1ccccc1)Nc1cccnc1
    5	-13	-8	0	-2	-2	-8	-4	2	-9	5
CCOC(=O)c1cc(-c2ccccc2C)nn1CC1CC(c2ccc(OC)cc2)=NO1 (stereo not drawn)
    -5	-1	-10	-43	0	-10	-17	-19	7	0	9
Cc1nn(Cc2ccccc2)c(C)c1NC(=O)c1noc2c1CCc1ccccc1-2
    11	4	-14	24	2	-2	.	39	-5	3	27
c1ccc(-c2nnc3n2N=C(c2ccc4c(c2)OCO4)CS3)nc1
    12	-4	25	-28	-8	3	-2	-5	-8	-9	-14
O=C(NCCCN1CCCC1=O)c1ccc(OCc2ccccc2)cc1
    -31	3	-11	-14	-19	-3	-18	-12	12	-20	-23
O=C(Cc1csc(-c2ccc(F)cc2)n1)Nc1cccc(S(=O)(=O)NC2=NCCC2)c1
    -12	4	-22	-23	3	-9	-23	-9	-5	-3	-41
O=CN1CCN(C(C(=O)NC2CCCCC2)c2ccc(Cl)cc2)CC1 (stereo not drawn)
    13	-1	-2	1	-11	9	-3	-3	-17	-8	2
Cc1ccc(S(=O)(=O)N2CCCCC2)cc1C(=O)Nc1ccc(S(=O)(=O)Nc2ncccn2)cc1
    12	-3	-12	-2	-1	2	5	-8	2	0	.
CCN(CC)S(=O)(=O)c1cccc(NC2=NCCCCC2)c1
    13	-3	-4	2	11	4	14	-17	-8	-2	-5
CCc1nnc(NS(=O)(=O)c2ccc(N/C=C/C(=O)c3ccc(OC)cc3)cc2)s1
    -6	0	-58	9	-3	-16	8	-27	7	-22	-12
CCN(CC)C(=O)CSc1nnc(-c2cc(OC)cc(OC)c2)o1
    8	-2	8	-10	0	2	2	-1	-12	-1	-3
CC(=O)Cc1nsc(NC(=O)c2ccc(-c3ccc(F)cc3)o2)n1
    -1	-5	-24	12	10	7	0	-17	-6	-5	6
CC(C)NC(=O)COc1coc(CN2CCN(c3ccccc3F)CC2)cc1=O
    -1	-3	6	20	-8	10	-6	-18	-1	-3	5
COc1cc(NC(=O)c2noc3c2CCCC3)c(OC)cc1Cl
    11	-3	11	-9	2	-11	.	-1	11	5	5
CC1CCCCN1C(=O)COC(=O)c1ccc2c(c1)C(=O)N(Cc1ccco1)C2=O (stereo not drawn)
    16	0	6	8	-6	21	7	11	-12	4	9
CC(=O)c1ccc(N/N=C(/C(N)=O)C2=NC(C)(C)Cc3ccccc32)cc1
    0	-19	-1	44	38	-16	8	30	26	-37	29
Cc1cc(C)cc(CSc2nnc(C)c(=O)[nH]2)c1
    22	-4	14	-5	-3	-1	8	-25	-15	4	-3
COc1ccc2c(C)cc(SCC(=O)NC3CCCC3)nc2c1
    6	-12	5	0	-4	12	-18	6	-7	-12	-44
C=CCOc1ccc(/C=N/Nc2ccccn2)cc1OC
    -83	-26	-96	-25	27	-3	-38	-77	-4	-77	-104
Cc1ccc(CNC(=O)CCC(=O)n2ncc3cc(C)ccc32)cc1
    3	6	-19	5	-6	1	-6	7	-4	3	-75
O=C(CSc1ccc(Br)cc1)NCC(c1ccco1)N1CCCCC1 (stereo not drawn)
    -17	-2	-3	-1	-8	-22	24	0	37	-7	3
Cc1ccc(-n2nnc(-c3cc4ccccc4nc3Cl)n2)cc1
    -24	-21	19	6	-6	-18	7	-54	19	-14	-28
N#C/C(=C/c1ccc(Cl)cc1)NC(=O)c1ccccc1
    -1	-2	-18	-1	3	8	-18	-32	1	-12	11
COc1ccc(Cc2noc(=O)[nH]2)cc1
    0	1	14	-18	-3	10	-19	-9	-10	3	-1

The list is partial; rates above refer to the full screens.
